BL2 CD40 inh: inhibitors of CD40-induced NF-kB signaling, primary screen, BL2 cells, luciferase reporter, single point. CD40L-induced, 4 h. inhibition, % at 10 µM. 0.94% of 83,000 active. AID 1053188, 2014;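 active means mean inhibition of at least 50% with a set share of replicates also reaching that level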;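 further: 0% = neutral control wells and 100% = IKK inhibitor VII at 50 µM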
Starred values were filed as active, the others as inactive; & = joins results of further samples; [ ] = remark or other dose. Some of the compounds tested; the hit share may differ from the screen's.

molecule,BL2 CD40 inh
CC(=O)N1[C@H](CO)[C@@H](c2ccc(-c3ccc(F)cc3)cc2)[C@@H]1CNC(=O)C1CC1,-0.9
COc1ccc(COC(=O)CCN=C2NS(=O)(=O)c3ccccc32)cc1F,-15.4
COC(=O)Cc1cc(=O)n(-c2nc3ccccc3[nH]2)[nH]1,-2.4
O=C(NNC(=O)c1cc(-c2ccncc2)nc2ccccc12)c1ccccc1O,-25.8
O=C(CNC(=O)c1ccco1)NNC(=O)c1n[nH]c(=O)c2ccccc12,-4.8
CCN(CC)CCn1c2c(c(SCC(=O)Nc3ccc(C(C)C)cc3)nc1=O)CCC2,3.2
CC(C)NC(=O)Nc1ccc2c(c1)C(=O)N([C@@H](C)CO)C[C@@H](C)[C@H](CN(C)C(=O)C1CCCCC1)OCCCC[C@@H](C)O2,-8.8[25 µM]
COCc1cc(C)nc(OC)c1C(N)=O,15.1

Reprinted at random: 4 compounds from above, in no set order.
molecule,BL2 CD40 inh
COC(=O)Cc1cc(=O)n(-c2nc3ccccc3[nH]2)[nH]1,-2.4
CC(C)NC(=O)Nc1ccc2c(c1)C(=O)N([C@@H](C)CO)C[C@@H](C)[C@H](CN(C)C(=O)C1CCCCC1)OCCCC[C@@H](C)O2,-8.8[25 µM]
CCN(CC)CCn1c2c(c(SCC(=O)Nc3ccc(C(C)C)cc3)nc1=O)CCC2,3.2
O=C(NNC(=O)c1cc(-c2ccncc2)nc2ccccc12)c1ccccc1O,-25.8

Next section.
molecule,BL2 CD40 inh
O=C(C1CCC1)N1C[C@@H]2[C@H](c3ccccc31)[C@@H](CO)N2C(=O)c1ccccc1F,-0.4
CCN1C(=O)C2CCCCN2c2ccc(C(=O)NCCOC)cc21 (configuration not stated),3.3
CNC(=O)c1c(NC(=O)CS(=O)(=O)c2ccc(F)cc2)sc(C)c1C,6.1
N#C[C@H]1[C@@H](c2ccccc2/C=C/c2ccccc2)[C@@H](CO)N1S(=O)(=O)c1ccc(F)cc1,4.2[25 µM]
O=C(NCc1ccccc1)c1ccc(CN2CCOCC2)cc1,-13.3
CCc1ccc(NC(=O)c2cc(C(C)C)on2)cc1,-4.1
COC(=O)[C@H](CCSC)NC(=O)NCCc1ccc(F)cc1,14.1
CN(C)c1ccc2c(c1)[C@@H]1C[C@@H](CC(=O)N3CCc4ccccc4C3)O[C@@H](CO)[C@@H]1O2,-13.1[25 µM]
CC1CC(=O)Nc2ccccc2N1C(=O)CN1CCN(c2ccccc2)CC1 (configuration not stated),5.7
CC(C)(CNC(=O)CCNC(=O)c1ccc(Br)cc1)N1CCOCC1,2.0
COc1ccc(S(=O)(=O)Nc2ccc3c(c2)C(=O)N([C@@H](C)CO)C[C@H](C)[C@H](CN(C)S(=O)(=O)c2ccc(Cl)cc2)OCCCC[C@H](C)O3)cc1,28.2[25 µM]
CCOc1cc(C2C(C(=O)N3CCCCC3)=C(C)NC3=C2C(=O)CCC3)cc(Br)c1O (configuration not stated),4.6
CSCCC(NC(=O)c1cccc([N+](=O)[O-])c1)C(=O)OCC(=O)N1CCCC1=O (configuration not stated),6.4
CC(C)c1ccccc1NC(=O)Nc1nc(C(N)Cc2ccc(C(F)(F)F)cc2)cs1 (configuration not stated),-0.5
O=C(C1CCN(S(=O)(=O)c2ccccc2)CC1)N1CCN(Cc2ccccc2)CC1,9.8
CC(C)Cn1c(N)c(C(=O)COC(=O)c2ccc(O)cc2O)c(=O)n(C)c1=O,13.9
C[C@H](NC(=O)C1CC(=O)N(c2ccc3c(c2)OCO3)C1)C(=O)NC1CCCC1 (some centres not stated),9.8
c1ccc(CN2C[C@@H]3N[C@H](C2)C3c2ccc(-c3ccncc3)cc2)cc1 (some centres not stated),-5.7&-4.1[25 µM]
COc1ccc(CCN(C)C(=O)COc2cccc(-n3cnnn3)c2)cc1OC,-9.1
Cc1ccc(S(=O)(=O)NNC2=NCCCCC2)cc1,-14.4
O=C(NC1CCNCC1)C1CC1,-3.0
CC(=O)Oc1cccc(-c2nc3ccccc3c(=O)o2)c1,6.0
N#C[C@H]1[C@@H](c2ccc(C#Cc3ccccc3F)cc2)[C@@H](CO)N1C(=O)C1CCC1,7.6
Cc1cc(N2CCN(Cc3ccc4c(c3)OCO4)CC2)n2ncnc2n1,3.5
COc1ccc(Cl)cc1NC(=O)CSc1nc2[nH]ncc2c(=O)[nH]1,-13.3
CCCn1nnnc1SCC(=O)NNC(=O)c1ccco1,1.0
O=C1CC(C(=O)Nc2ccccc2)N=C(N2CCOCC2)N1 (configuration not stated),4.4
CN1C(=O)c2cc(NC(=O)Cc3cccs3)ccc2OC[C@H]2O[C@H](CC(=O)NCc3ccc(-c4ccccc4)cc3)CC[C@H]21,-5.2[25 µM]
C[C@H]1CN([C@@H](C)CO)C(=O)c2cc(Br)cnc2O[C@H]1CN(C)Cc1ccc(Oc2ccccc2)cc1,5.9[25 µM]
CC(C)OCCCNC(=O)c1cc2c(s1)CS(=O)(=O)C2,10.3
C[C@H]1CN([C@@H](C)CO)C(=O)CCCn2nncc2CO[C@@H]1CN(C)C(=O)Nc1ccc(N2CCCCC2)cc1,-2.2[25 µM]
Cc1sc(N)nc1-c1cccs1,-0.4
O=C(O)c1cc2ccccc2c2c1C(=O)c1ccccc1-2,6.8
CCOC(=O)C(=O)NC1CC=CCC1c1ccc2c(c1)OCO2 (configuration not stated),0.6
C[C@H](CO)N1C[C@H](C)[C@H](CN(C)C(=O)Cc2ccccc2)Oc2ncc(C#CC3(O)CCCC3)cc2C1=O,-1.9[25 µM]
O=C(Nc1cc(F)ccc1F)N1C[C@H]2[C@@H](c3ccccc31)[C@H](CO)N2CC1CCCC1,-0.3[25 µM]
O=C(OCC(=O)N1CCN(c2ccccc2)CC1)c1ccc(Cl)cc1[N+](=O)[O-],-5.4
CN(CC(=O)Nc1ccc(Cl)c(C(F)(F)F)c1)C(=O)C1CC(=O)N(CCc2ccccc2)C1 (configuration not stated),-2.6
O=S(=O)(Nc1cccnc1)c1ccc(F)cc1,0.9
COCCNC(=O)C[C@@H]1CC[C@@H]2[C@H](COC[C@@H](O)CN2Cc2ccc(Cl)c(Cl)c2)O1,8.7[25 µM]

Grouped by structure: the compounds so far containing a furan ring, fused or not (2)
molecule,BL2 CD40 inh
O=C(CNC(=O)c1ccco1)NNC(=O)c1n[nH]c(=O)c2ccccc12,-4.8
CCCn1nnnc1SCC(=O)NNC(=O)c1ccco1,1.0

Continued.
molecule,BL2 CD40 inh
CC1CCN(CC(=O)Nc2cccc(C(=O)Nc3cccc(C(F)(F)F)c3)c2)CC1,8.3
CCS(=O)(=O)c1ccc2oc(SCC(=O)Nc3ccc(OC)cc3)nc2c1,6.4
CCc1csc(N2[C@@H](C#N)[C@@H](c3ccccc3-c3cccc(F)c3)[C@@H]2CO)n1,1.8[25 µM]
Cc1ccc2c(c1)N(CC(=O)OCC(=O)NCc1ccccc1)C(=O)CO2,7.1
Cc1nn2c(NCCN3CCOCC3)c3c(nc2c1-c1ccccc1)CCCC3,8.3
O=C(O)c1cccc(CN2C(=O)SC(Nc3ccccc3)C2=O)c1 (configuration not stated),4.9
C[C@@H]1CCCCO[C@H](CN(C)CC2CCCCC2)[C@H](C)CN([C@H](C)CO)C(=O)c2cc(NS(C)(=O)=O)ccc2O1,14.6[25 µM]
CC(=O)OC1CCC2(C)C(=CCC3C4CC(=O)N(O)C(=O)C4(C)CCC32)C1 (configuration not stated),28.1
c1c2c(cc3sc(N4CCOCC4)nc13)OCO2,-34.9
Cc1ccc(S(=O)(=O)N/N=C/c2ccc3nccnc3c2)cc1,0.8
CC(NC(=O)Nc1ccccc1)C(c1cccs1)N1CCN(C)CC1 (configuration not stated),11.4
CC(CNC(=O)CCCn1c(=O)c2cccn2c2cccnc21)c1ccccc1 (configuration not stated),9.1
Cn1c(NCc2ccco2)nc2ccccc21,-22.5
CCOC(=O)c1c(-c2cccc([N+](=O)[O-])c2)csc1NC(=O)C1CC1,-0.6
CCCc1sc(C(=O)Nc2nnc(C3CC3)s2)cc1CC,1.5
O=C(N[C@H]1C=C[C@H](CC(=O)N2CCN(c3ccccc3)CC2)O[C@H]1CO)c1ccccc1,-1.3[25 µM]
CCOC(=O)c1cc(C(=O)NC(C)c2ccccc2)c(C)[nH]c1=O (configuration not stated),7.7
COc1ccc(C(=O)Nc2ncccc2C)cc1S(=O)(=O)N1CCOCC1,2.3
O=C(CN1CCN(c2ccc(C(F)(F)F)cn2)CC1)NCc1ccc2c(c1)OCO2,15.6
CSCCC(NC(=O)c1ccco1)C(=O)NCC(C)(C)N1CCOCC1 (configuration not stated),3.3
O=C(C[C@H]1CC[C@H]2[C@@H](COC[C@@H](O)CN2C(=O)Nc2cccc(F)c2)O1)NCCCN1CCOCC1,-23.9[25 µM]
CO[C@H]1CN(C)C(=O)c2cc(NC(C)=O)ccc2OC[C@H](C)N(Cc2ccncc2)C[C@@H]1C,4.4[25 µM]
O=C(CN1C(=O)NC(c2ccccc2)(c2ccccc2)C1=O)Nc1cccnc1Cl,5.7
CSc1cccc(NC(=O)CNC(=O)c2ccc3c(c2)OCO3)c1,-7.0
O=C(N1CCCCC1)N1CCN(C(=O)N2CCCCC2)CC1,12.5
COc1ccc(C(CNC(=O)Cn2c(=O)oc3ccccc32)N(C)C)cc1 (configuration not stated),-1.3
COc1ccc2c3c([nH]c2c1)[C@H](CO)N(C(=O)c1cccc(F)c1)CC31CN(C(=O)CC2CC2)C1,-2.1[25 µM]
Cc1noc(C)c1CSCC(=O)OCc1nnc(-c2ccc([N+](=O)[O-])cc2)o1,-11.7
CN(C)S(=O)(=O)N1CCC(Oc2ccc(C(=O)N3CCCCCC3)cc2)CC1,9.9
CCCc1c(C(=O)N/N=C(\C)c2cc(C)sc2C)nnn1-c1nonc1N,4.4
CCCNC(=O)[C@@H]1[C@@H](CO)[C@@H]2Cn3c(ccc(-c4ccncc4)c3=O)[C@H]1N2Cc1ccccc1F,2.2[25 µM]
Cn1c(CCNC(=O)c2ccco2)nc2cc(NC(=O)c3ccccc3)ccc21,-62.1
COc1ccc(C)cc1S(=O)(=O)Nc1ccc(F)cc1,6.2
CC(C)(C)[S@@](=O)N1Cc2cc(C(=O)NCC(F)(F)F)nc(-c3cccc(-c4cccc(F)c4)c3)c2[C@H]1CCO,-12.8[25 µM]
COC(=O)c1c(C)oc(C)c1S(=O)(=O)NC(C)(C)C,10.5
O=C(CN1CCOCC1)Nc1nc2ccc(F)cc2s1,-38.3
O=C(O)c1cc(C(=O)C2CC2)c[nH]1,2.2
C[C@H]1CN([C@@H](C)CO)S(=O)(=O)c2ccc(C#Cc3cccc(F)c3)cc2O[C@H]1CN(C)S(=O)(=O)c1cn(C)cn1,25.7[25 µM]
O=C(COC(=O)/C=C/c1ccc(S(=O)(=O)N2CCOCC2)cc1)Nc1ccccc1F,-6.9
CC(=O)c1ccc(S(=O)(=O)Nc2ccc(C(=O)NCC(c3ccco3)N3CCCC3)cc2)cc1 (configuration not stated),-20.3
CSc1nc(SC)c2c3c(oc2n1)COC(C)(C)C3,0.5
C[C@@H]1CC=CC[C@@H](c2ccc3c(c2)OCO3)NC(=O)[C@@H](C)N(C)C(=O)c2ccccc2O1 (mixture of isomers),19.5[25 µM]
COc1ccc(C)cc1NC(=O)CN1C(=O)C2CC=CCC2C1=O (configuration not stated),-2.5
C#CC(CC)(CC)NC(=O)c1cc(S(=O)(=O)N2CCCCC2)ccc1N1CCOCC1,6.1
Cc1cccc(NC(=O)c2ccc(OCC(=O)NCc3ccccc3)cc2)c1C,0.7
C[C@H]1CN([C@@H](C)CO)C(=O)c2c(c3ccccc3n2C)-c2ccccc2CO[C@H]1CN(C)S(C)(=O)=O,-5.2
O=C(CN1CCOCC1)N1CCCCN2[C@@H](CO)[C@H](c3ccc(Br)cc3)[C@@H]2C1,-3.1[25 µM]
CC(C)Cc1nnc(NC(=O)CCC(=O)N2CCOCC2)s1,12.7
C[C@@H]1CN([C@@H](C)CO)C(=O)c2cc(NS(C)(=O)=O)ccc2O[C@@H]1CN(C)C,2.2[25 µM]
CC(=O)Nc1ccc2c(c1)CC(=O)N(C)C[C@H](C)[C@H](CN(C)C(C)=O)O2,1.1
O=C(c1ccc2snnc2c1)N1CCCC1,-2.2
COc1ccccc1S(=O)(=O)N[C@@H]1CC[C@@H](CCn2cc(C3CCCC3)nn2)O[C@@H]1CO,-9.1
CCOc1cc(N2CCOCC2)c(OCC)cc1NC(C)C(=O)N1CCN(CC)CC1 (configuration not stated),7.6
Cn1c(=O)c2cc3ccccc3nc2n(C)c1=O,0.6
C[C@H](CO)N1C[C@H](C)[C@H](CN(C)Cc2cccc3c2OCCCO3)OCc2ccccc2-c2ccccc2C1=O,-5.0[25 µM]
O=C(Nc1ccc(Cl)cc1)N1C[C@H]2[C@@H](c3ccccc31)[C@@H](CO)N2CC1CCCCC1,10.2[25 µM]

Next compounds follow:
molecule,BL2 CD40 inh
CN(C(=O)COc1cc(C(F)(F)F)nn1C)c1ccccc1,4.1
CC(OC(=O)CCN=C1NS(=O)(=O)c2ccccc21)C(=O)N(C)c1ccccc1 (configuration not stated),12.0
COc1cccc(N2C(=O)CC(N3CCN(S(=O)(=O)c4ccccc4[N+](=O)[O-])CC3)C2=O)c1 (configuration not stated),10.4
CC(C)C(=O)Nc1ccc2c(c1)C(=O)N(C)[C@@H]1CC[C@@H](CC(=O)NCCc3ccccc3)O[C@@H]1CO2,-2.5[25 µM]
C=C(Br)Cn1cnc2ccccc21,3.8
CC1CCN(C(=O)COC(=O)CCC(=O)c2cccs2)CC1,-13.7
CC1CC(OC(=O)C(O)c2ccccc2)CC(C)(C)N1C (configuration not stated),1.1
O=C(OCC(=O)N1CCN(c2ccccc2)CC1)c1ncc(Cl)c(Cl)c1Cl,1.5
N#Cc1ccccc1OCC(=O)NNC(=O)CCNC(=O)c1ccccc1,-7.9
